Screening data (PubChem)
GSK3A inh – blockers of GSK3A enzyme activity – biochemical, luminescence, cell-free homogeneous, HTS, primary screen. 320,000 compounds, 0.1% hits. GSK-3 alpha kinase, ADP-Glo luminescence, 60 min. inhibition, % at 10 µM. AID 2650, 2010;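 in the data active = inhibition above about 50%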;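 also: GST-tagged GSK-3 alpha with peptide substrate and 25 µM ATP; 0% = DMSO neutral wells and 100% = GW8510 positive control wells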
Target sequence (P49840 whole entry, looked up): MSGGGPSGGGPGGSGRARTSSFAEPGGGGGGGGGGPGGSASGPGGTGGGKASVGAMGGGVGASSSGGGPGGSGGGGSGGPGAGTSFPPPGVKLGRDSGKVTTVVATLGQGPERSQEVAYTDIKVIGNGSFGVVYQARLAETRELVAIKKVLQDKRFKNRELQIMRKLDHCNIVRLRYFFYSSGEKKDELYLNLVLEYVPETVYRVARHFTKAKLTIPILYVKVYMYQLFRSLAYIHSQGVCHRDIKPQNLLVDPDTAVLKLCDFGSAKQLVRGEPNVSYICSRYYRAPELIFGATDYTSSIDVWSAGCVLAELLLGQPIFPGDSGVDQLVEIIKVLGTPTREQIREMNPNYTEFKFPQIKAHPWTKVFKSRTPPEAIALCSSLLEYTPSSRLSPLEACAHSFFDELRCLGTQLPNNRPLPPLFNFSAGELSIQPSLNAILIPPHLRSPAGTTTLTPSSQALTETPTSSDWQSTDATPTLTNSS
KLF5 inhibitor – KLF5 expression inhibitors, primary screen, DLD-1 cells, luminescence; 290,000 compounds, 0.23% hits; AID 1700, 2009; DLD-1 KLF5 promoter-luciferase reporter; inhibition, % at 5 µM;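 active = inhibition above a per-plate limit of that plate's mean compound inhibition plus 3 SD, cut at about 60% in these data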;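 also: 0% = DMSO wells and 100% = LY294002 at 200 µM; higher means less KLF5 promoter-driven luciferase light; inactives centre near -14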
HSF1 activator – HSF-1 activators, primary screen, NIH3T3-HGL cells, MG132 stress, luminescence, single point; activation, % at 9 µM; NIH3T3-HGL HSF-1 luciferase reporter, 8 h; 100% = twice DMSO control signal; 300,000 compounds, 1.7% hits;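 active = mean replicate activation of at least 50% with a set share of replicates each reaching 50%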;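 also: 0% = median of the neutral control wells and 100% = twice that signal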
IEC-6 cytotox – cytotoxicity in IEC-6 intestinal epithelial cells, primary screen, cytotoxicity control for KLF5 inhibitor project, cell-based, luminescence. IEC-6 cytotoxicity, luminescence viability. inhibition, % at 5 µM. 290,000 compounds, 0.78% hits; in the data active = inhibition above about 22%;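 also: 0% = plate median of test compound wells and 100% = cytotoxic reference compound wells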
AI-2 QS modul – Vibrio harveyi AI-2 quorum sensing modulators, primary screen, JMH597 strain, luminescence/OD600 ratio. Vibrio harveyi JMH597 AI-2 luminescence/OD600 ratio, 9 h; active compounds read low; strain lacks LuxN and CqsS sensors; 0 = neutral-control median. activity change, % at 7.5 µM. 300,000 compounds, 0.4% hits. AID 2094, 2009; in the data active = activity change below about -75%, passing the limit was not always enough;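 also: luminescence divided by OD600 gain over 9 h not by final OD600 alone; inactives centre near 13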
aSyn UTR inh – MLPCN primary screen, SNCA 5' untranslated region. alpha-synuclein 5'UTR reporter, inhibitor activity. inhibition, % (tested at 7.5 µM). 300,000 compounds, 0.82% hits. AID 1813, 2009; in the data active = inhibition above about 60%;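 also: H4 neuroglioblastoma cells stably carrying SNCA 5'UTR luciferase fusion; 0% = DMSO wells and 100% = positive control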
HSF1 inh – HSF1 inhibitors in luciferase reporter cells, primary screen, cell-based, NIH3T3, luminescence; activity change, negative = inhibition, % at 7.5 µM (by protocol); AID 2098, 2009; 300,000 compounds, 0.77% hits; NIH3T3-HGL HSE-luciferase, MG132-induced, luminescence 8 h; active compounds read low;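 active = more than half of replicate wells show activity change below -50%, luminescence cut by over half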;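 also: luciferase reports HSF-1 transcriptional activity via heat shock element; 0% = median of DMSO wells and -100% = zero luminescence signal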
HSP90 inh – HSP90 inhibitors, primary screen, cell lysate, luminescence. Rabbit reticulocyte lysate, luciferase refolding luminescence, 3 h. inhibition, % at 5.6 µM. 290,000 compounds, 0.91% hits;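 active = inhibition above the screen-wide mean plus 3 SD, computed separately per campaign, cut at about 16% in these data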;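 also: 0% = DMSO wells and 100% = 60 µM geldanamycin wells; inhibitors lower the luminescence because luciferase stays unfolded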
GSK3beta inhib – human GSK3beta kinase inhibitors, primary screen, biochemical, cell-free homogeneous, HTS | Glycogen synthase kinase-3 beta (Homo sapiens), P49841 | GST-GSK3beta kinase, ADP-Glo luminescence, 60 min; active compounds read low | activity score (negative = inhibition), % at 10 µM | 300,000 compounds, 0.038% hits;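 active = more than half of replicate wells score below -50%, meaning over 50% inhibition versus plate controls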;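 also: 0% = median DMSO wells and -100% = median GW8510 positive control wells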
Target sequence (P49841 whole entry, looked up): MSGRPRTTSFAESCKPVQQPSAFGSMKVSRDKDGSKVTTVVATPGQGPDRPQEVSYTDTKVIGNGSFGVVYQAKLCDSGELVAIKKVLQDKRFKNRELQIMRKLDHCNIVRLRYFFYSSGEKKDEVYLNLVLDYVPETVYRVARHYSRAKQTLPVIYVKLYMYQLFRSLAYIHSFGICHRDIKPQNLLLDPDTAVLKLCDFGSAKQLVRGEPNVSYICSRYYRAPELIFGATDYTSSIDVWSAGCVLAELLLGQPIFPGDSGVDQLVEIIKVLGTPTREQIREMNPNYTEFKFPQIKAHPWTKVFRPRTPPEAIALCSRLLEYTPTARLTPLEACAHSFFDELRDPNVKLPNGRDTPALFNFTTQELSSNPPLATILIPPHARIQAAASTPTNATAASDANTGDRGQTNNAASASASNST
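Test system: GST-tagged human GSK3beta kinase, cell-free; evaluation: activity score scaled between in-plate DMSO and GW8510 controls; measured by: ADP-Glo luminescence; incubation: 60 min reaction, RT; benchmarks: DMSO and 20 µM GW8510; reagent: peptide substrate plus 25 µM ATP (final); medium: Tris/MgCl2 kinase buffer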
PolyA inhibitor – polyadenylation inhibitors in yeast reporter cells, primary screen, luminescence, S. cerevisiae | calls only at 12 µM | S. cerevisiae SKY197-pL101 polyadenylation reporter, beta-gal luminescence; efflux-impaired pdr1/pdr3 knockout yeast; score 100 = 6 SD above DMSO | AID 1875, 2009 | 300,000 compounds, 0.02% hits;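 active = lowest replicate activity score at least 50, where 100 means six control SD above control mean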;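 also: yeast exposed to compound for 9 h at 30 °C; higher score means more reporter readthrough which indicates perturbed polyadenylation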
An asterisk follows results filed as active; i = inactive; · = not tested or not shown. A portion of the library; the hit share may differ from the screen's.

SMILES | GSK3A inh | KLF5 inhibitor | HSF1 activator | IEC-6 cytotox | AI-2 QS modul | aSyn UTR inh | HSF1 inh | HSP90 inh | GSK3beta inhib | PolyA inhibitor
CCc1ccc(-n2c(=O)c3c(C)c(C(=O)N(C)C)sc3n(CC(=O)NCc3ccco3)c2=O)cc1 | · | 4 | 0 | 6 | -3 | -17 | -9 | 1 | 4 | i
CCOC(=O)c1cn[nH]c1C(F)(F)F | 0 | 5 | 57* | 2 | 31 | 0 | 26 | 1 | 7 | i
COc1ccc(Br)cc1-c1nc2c(c(=O)[nH]c(=O)n2Cc2ccccc2)n1C | 0 | -16 | 29 | 0 | 25 | 23 | 10 | 5 | -4 | i
COc1ccc(N(CC(=O)NCCOc2ccccc2)S(=O)(=O)c2ccc(C)cc2)cc1 | -2 | -17 | 18 | -8 | 19 | 19 | 8 | -1 | -5 | i
COc1cc(/C=N/NC(=O)C2COc3ccccc3O2)ccc1O (centres undefined) | 7 | -24 | · | 2 | 4 | 0 | · | 1 | -1 | i
Fc1ccc(N2CCN(Cc3cnc(N4CCOCC4)s3)CC2)cc1 | 0 | 1 | 12 | -2 | 4 | 12 | 1 | 2 | -5 | i
COc1ccc(C(=O)N2CCNC(=O)C2CC(=O)Nc2cccc(Cl)c2Cl)cc1 (centres undefined) | 0 | -15 | -1 | 4 | -8 | -7 | 2 | 2 | 2 | i
CCOC(=O)c1cc(CC)sc1NC(=O)C1CC1 | -1 | -13 | -2 | 4 | 15 | 16 | 1 | 1 | -2 | i
Cc1cc2ncc(-c3cccs3)nc2cc1C | -1 | -146 | 11 | 10 | 6 | 14 | 2 | 35* | 1 | i
CCOc1ccc(N(CC(=O)NCCc2ccc(C)cc2)S(=O)(=O)c2c(C)noc2C)cc1 | -1 | -3 | 20 | 2 | 19 | 3 | 11 | 6 | 5 | i
COc1ccc(/C=N/Nc2nc(-c3ccc(Cl)cc3)cc(C(F)(F)F)n2)c(OC)c1 | 2 | -20 | -10 | -7 | 5 | 1 | -6 | -7 | -2 | i
COc1cccc(NC(=O)CSc2nc3c(c(-c4ccco4)c2C#N)CCCC3)c1 | 2 | 15 | 12 | -5 | 0 | 6 | -6 | 0 | 4 | i
CSc1nc(Cl)cc(N2CCOCC2)n1 | 1 | -5 | 0 | 1 | 12 | 3 | -1 | 5 | 1 | i
CC(=O)c1ccc(-c2ccc([C@H]3[C@H]4C=CC[C@@H](C)[C@@H]4C(=O)N3Cc3ccccc3)c(F)c2)cc1 | -2 | · | -5 | · | 0 | 24 | -6 | · | -2 | i
COc1ccccc1OCCN1CSC(=S)N(C)C1 | -1 | 11 | -8 | -2 | 16 | 2 | -2 | 3 | -1 | i
COc1ccc(/C=C2\Oc3cc(OCC(=O)N4CCC[C@H]4CO)ccc3C2=O)c(OC)c1 | 4 | -33 | 14 | 2 | 25 | 8 | 3 | -2 | 1 | i
O=C1NC(CCc2ccccc2)C(=O)N1CCOc1ccccc1 (centres undefined) | -1 | 9 | -3 | 3 | 15 | 14 | 2 | 2 | -2 | i
Cc1ccc(-c2csc3ncnc(NS(=O)(=O)c4ccc(Cl)cc4)c23)cc1 | -2 | -1 | 21 | 1 | 15 | 13 | 13 | 3 | 1 | i
O=C(Nc1ccccc1)Nc1nnc(-c2cccs2)s1 | · | -12 | · | 2 | 17 | -182 | · | 0 | 1 | i
COc1cccc(Nc2c(Nc3cccc(OC)c3)c(=O)c2=O)c1 | -2 | -8 | 3 | 8 | 7 | 2 | -1 | 3 | 0 | i
COc1ccc(N=NC2C(=O)N(c3ccccc3)N=C2C)cc1 (centres undefined) | 3 | 33 | -6 | -2 | 0 | -16 | -8 | 0 | -1 | i
CCOC(=O)C1(CCc2ccccc2)CCN(Cc2cnc(N(C)C)s2)CC1 | -5 | -9 | -1 | -4 | 29 | -19 | -1 | -2 | -3 | i
OCc1ccccc1OCCOc1ccc(Cl)c2cccnc12 | -1 | -26 | 30 | 9 | -6 | -95 | 19 | -2 | 3 | i
COc1ccc(Cc2[nH]n3c(=O)c(Cl)c(C)nc3c2-c2ccccc2)cc1 | -2 | -15 | -23 | -5 | 5 | -14 | 2 | 0 | 0 | i

The final 5 records of the section above come first, to join the parts.
SMILES | GSK3A inh | KLF5 inhibitor | HSF1 activator | IEC-6 cytotox | AI-2 QS modul | aSyn UTR inh | HSF1 inh | HSP90 inh | GSK3beta inhib | PolyA inhibitor
COc1cccc(Nc2c(Nc3cccc(OC)c3)c(=O)c2=O)c1 | -2 | -8 | 3 | 8 | 7 | 2 | -1 | 3 | 0 | i
COc1ccc(N=NC2C(=O)N(c3ccccc3)N=C2C)cc1 (centres undefined) | 3 | 33 | -6 | -2 | 0 | -16 | -8 | 0 | -1 | i
CCOC(=O)C1(CCc2ccccc2)CCN(Cc2cnc(N(C)C)s2)CC1 | -5 | -9 | -1 | -4 | 29 | -19 | -1 | -2 | -3 | i
OCc1ccccc1OCCOc1ccc(Cl)c2cccnc12 | -1 | -26 | 30 | 9 | -6 | -95 | 19 | -2 | 3 | i
COc1ccc(Cc2[nH]n3c(=O)c(Cl)c(C)nc3c2-c2ccccc2)cc1 | -2 | -15 | -23 | -5 | 5 | -14 | 2 | 0 | 0 | i
CCOC(=O)c1cc(-c2ccccc2)n(CC(=O)Nc2cccc(OC)c2)c1C | -1 | -2 | -1 | -2 | 18 | 0 | 3 | 2 | 8 | i
COc1ccc(-n2nnc3c(=O)n(CC(=O)N4CCCC4)cnc32)cc1 | 1 | 1 | 5 | -3 | 9 | 3 | -6 | 0 | -18 | i
CC1C(C#N)=C(N)OC2=C1C(=O)CC(c1ccccc1)C2 (centres undefined) | -2 | -20 | 17 | 1 | 0 | -16 | 0 | -1 | -4 | i
CCn1c(C)nc2cc(C(=O)NNC(=O)CCC3CCCC3)ccc21 | -2 | 4 | -10 | -8 | 10 | 4 | -4 | -2 | 4 | i
O=C1C2C3C=CC(C3)C2C(=O)N1c1ccncc1 (centres undefined) | · | -10 | 3 | -4 | 6 | -1 | 7 | 5 | -3 | i
CCCCNC(=O)CNC(=S)N(CCCN1CCOCC1)Cc1cccs1 | 0 | -19 | 38 | -6 | 13 | 6 | 2 | 1 | 5 | i
COC(=O)c1ccccc1S(=O)(=O)N1CCC(C(=O)OCC(=O)c2ccccc2OC)CC1 | -3 | · | 10 | · | 1 | -17 | 5 | · | 0 | i
CCCn1nnc(NC(=S)NC(=O)Cc2ccccc2)n1 | -2 | -18 | 6 | 2 | -35 | -14 | -1 | 3 | 3 | i
CC(C(=O)Nc1cc([N+](=O)[O-])ccc1Cl)N1CCN(c2ccccc2O)CC1 (centres undefined) | 0 | -5 | 9 | 2 | -5 | 14 | 5 | 4 | 2 | i
COc1nc2c(s1)C(=O)NCCC2 | -2 | -15 | 16 | -2 | 10 | -6 | -2 | 1 | 2 | i
CNc1nc(-c2ccc(Cl)cc2)cs1 | -1 | -68 | 4 | 0 | 24 | -204 | 14 | 0 | -6 | i
O=C(c1cc(Cl)ccc1Cl)N1CCOCC1 | 1 | -25 | -78 | 0 | 35 | 12 | -72* | 5 | 9 | i

4 consecutive entries out of the list so far:
SMILES | GSK3A inh | KLF5 inhibitor | HSF1 activator | IEC-6 cytotox | AI-2 QS modul | aSyn UTR inh | HSF1 inh | HSP90 inh | GSK3beta inhib | PolyA inhibitor
CCc1ccc(-n2c(=O)c3c(C)c(C(=O)N(C)C)sc3n(CC(=O)NCc3ccco3)c2=O)cc1 | · | 4 | 0 | 6 | -3 | -17 | -9 | 1 | 4 | i
CCOC(=O)c1cn[nH]c1C(F)(F)F | 0 | 5 | 57* | 2 | 31 | 0 | 26 | 1 | 7 | i
COc1ccc(Br)cc1-c1nc2c(c(=O)[nH]c(=O)n2Cc2ccccc2)n1C | 0 | -16 | 29 | 0 | 25 | 23 | 10 | 5 | -4 | i
COc1ccc(N(CC(=O)NCCOc2ccccc2)S(=O)(=O)c2ccc(C)cc2)cc1 | -2 | -17 | 18 | -8 | 19 | 19 | 8 | -1 | -5 | i

Further records:
SMILES | GSK3A inh | KLF5 inhibitor | HSF1 activator | IEC-6 cytotox | AI-2 QS modul | aSyn UTR inh | HSF1 inh | HSP90 inh | GSK3beta inhib | PolyA inhibitor
COc1ccc(N(CC(=O)Nc2cccc(N(C)S(C)(=O)=O)c2)S(=O)(=O)c2ccccc2)cc1Cl | 6 | -5 | -3 | 16 | 31 | 4 | 1 | -3 | -1 | i
CC1CC(Nc2ccccc2)c2ccccc2N1C(=O)c1cccnc1 (centres undefined) | 3 | -21 | -7 | 1 | 8 | -3 | -3 | 4 | -2 | i
COc1ccc(CNC(=O)COC(=O)CCCOc2ccc(Cl)cc2Cl)cc1 | 0 | -14 | -5 | -6 | 51 | 24 | -11 | -3 | -2 | i
COc1ccccc1NS(=O)(=O)c1ccc2oc(=S)[nH]c2c1 | 0 | -30 | -12 | -4 | 10 | 3 | 0 | -1 | 1 | i
COc1ccc(/C=C2\N=C(c3ccccc3Cl)NC2=O)cc1 | · | -6 | 12 | -1 | 16 | -124 | 6 | 1 | -23 | i
CCOC(=O)c1nnn(CC(=O)N2N=C(c3cc(C)ccc3C)CC2c2ccc(OC)cc2)c1C(=O)OCC (centres undefined) | 2 | -24 | 7 | -2 | 27 | 22 | 7 | 5 | -9 | i
CC(OC(=O)Cn1cnc2ccccc2c1=O)C(=O)NCc1ccccc1 (centres undefined) | 1 | · | 8 | · | 24 | 8 | -11 | · | 4 | i
Cc1cccc(NC(=O)CCC(=O)N/N=C/c2ccco2)c1C | -2 | 20 | 9 | -1 | 7 | -4 | -5 | -1 | 2 | i
Brc1ccccc1-c1nnc2sc(-c3ccc4c(c3)OCCO4)nn12 | -4 | -11 | -24 | 9 | 12 | -14 | -3 | 4 | 5 | ·
